EphA4 KYL inhibition: EphA4 ligand-binding antagonists – biochemical, colorimetric, mouse EphA4, primary screen (AID 689); EphA4-AP binding to KYL peptide, pNPP A405; higher % means a stronger effect; hit rate 0.1% among 62,000; inhibition, % at 10 µM; hits with a dose series show IC50 in µM; in the data active = a potency from the dose series; inactive = the rest, 99 in 100 with inhibition below about 22%
* marks the source's active call; other numbers are inactive results. The list is partial; rates above refer to the full screens.

Sample of the layout, four compounds:
Compound | EphA4 KYL inhibition
Cn1c(O)c(C(c2ccncc2)c2c(O)n(C)c(=S)n(C)c2=O)c(=O)n(C)c1=S | -4%
C[C@]12CCC(=O)C=C1CCC1C2CC[C@@]2(C)C1CC[C@@]2(O)CC#N (stereo partly drawn) | -3%
Cc1cc(Cl)ccc1OC(C)C(=O)O (stereo not drawn) | -35%
CN1C(=O)N(C)C(=O)C2(Sc3ccccc3C2=O)C1=O | -7%

The listing, from the first entry:
Compound | EphA4 KYL inhibition
Cn1c(O)c(C(c2ccncc2)c2c(O)n(C)c(=S)n(C)c2=O)c(=O)n(C)c1=S | -4%
C[C@]12CCC(=O)C=C1CCC1C2CC[C@@]2(C)C1CC[C@@]2(O)CC#N (stereo partly drawn) | -3%
Cc1cc(Cl)ccc1OC(C)C(=O)O (stereo not drawn) | -35%
CN1C(=O)N(C)C(=O)C2(Sc3ccccc3C2=O)C1=O | -7%
CCn1c(=O)cc(OCC(=O)N2CCC3(CC2)OCCO3)c2ccccc21 | -10%
CC(Cc1ccccc1)[n+]1cc(/N=C(\[O-])N(C)C)on1 (stereo not drawn) | -17%
Cc1cc(C=C2C(=O)N(C)C(=S)N(C)C2=O)c(C)n1C1CCCCC1 | 5.1µM*
CCC(=NCCCO)c1c(O)n(-c2ccc(OC)cc2)c(=O)[nH]c1=O | -1%
